Screens as filed in PubChem BioAssay.
a7 integrin act: activators of alpha7 integrin expression for muscular dystrophy; alpha7betagal myoblasts, beta-gal FDG fluorescence, 48 h; Potency, µM (doses to about 38.3 µM), without a hit: at the top dose activation, usual class: activators; actives 0.064% (n = 350,000); AID 624291;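 further: potency means the concentration at half of the fitted maximal effect; 100% = response of the positive control SU9516; nearly all actives have a fitted effect of over 60% in size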
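alpha7betagal+/- myoblasts (passage 13, 250/well) treated 48 h at 37C with compounds at 1:260 dilution of DMSO stock. Lysed, then beta-galactosidase activity read as FDG fluorescence (ex 480/em 540) after 30 min, with pre-read for autofluorescence.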
TSG101-PTAP inh: blocks PTAP/TSG101 interaction to inhibit HIV-1 budding. Fluorescence polarization, FITC-PTAP peptide / Tsg101 binding. Potency, µM (titrated, usually from 115 µM), without a hit: top-dose activity change, negative = inhibition, most hits filed as inhibitors. 340,000 tested, under 10 active; active means well fitted inhibition curve with a large enough effect in the main read-out, with a control signal flat, not every such curve was filed as active; inconclusive means small, poorly fitted or top-dose-only effect, or effect the other way, or a change in a side signal; inactive means no such curve, though single readings can be large or run the other way; further: potency means the concentration at half of the fitted maximal effect; % of control where 0% means no effect
Target sequence (Q99816 whole entry, looked up): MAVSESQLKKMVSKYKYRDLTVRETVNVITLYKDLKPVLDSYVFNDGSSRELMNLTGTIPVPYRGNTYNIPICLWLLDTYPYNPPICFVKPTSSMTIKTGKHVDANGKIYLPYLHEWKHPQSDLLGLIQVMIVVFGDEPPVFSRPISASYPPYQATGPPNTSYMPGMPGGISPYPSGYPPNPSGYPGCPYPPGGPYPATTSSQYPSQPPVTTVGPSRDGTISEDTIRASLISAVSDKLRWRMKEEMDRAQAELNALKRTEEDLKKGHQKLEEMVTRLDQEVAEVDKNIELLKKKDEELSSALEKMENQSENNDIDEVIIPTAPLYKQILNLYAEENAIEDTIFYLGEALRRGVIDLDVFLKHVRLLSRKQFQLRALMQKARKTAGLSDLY
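Tsg101 binding domain (10 uM final) was mixed with compound and a FITC-labeled PTAP peptide (50 nM final) in HEPES pH 7.5 buffer with NaCl, Tween 20, EDTA and TCEP; fluorescence polarization was read after 20 min at r.t.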
Mito fusion act: inhibitors of mitochondrial division or activators of mitochondrial fusion; S. cerevisiae fusion-defective mutant growth rescue, CellTiterGlo 48 h; Potency, µM (doses to about 46.1 µM), inactives show at the highest dose growth rescue (activation), hits mostly activators; actives 0.23% (n = 320,000); AID 485298;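 further: potency means the concentration at half of the fitted maximal effect; % of control where 0% means no effect; nearly all actives have a fitted effect of over 45% in size; temperature-sensitive fusion mutants such as fzo1-1 at 37 °C on non-fermentable ethanol glycerol medium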
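Yeast fusion mutant, YPEG (non-fermentable carbon), compound, 48 h at 37C non-permissive; CellTiterGlo added, 10 min RT, luminescence read. Rescued growth = division inhibition.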
A-T KAP1 phos: potential ataxia-telangiectasia treatment; […] A-T fibroblasts, KAP-1 phosphorylation AlphaLISA; neocarzinostatin DNA damage 30 min before lysis; Potency, µM (titrated, usually from 57.5 µM), without a hit: top-dose activation, hits mostly activators; actives 0.19% (n = 320,000); further: potency means the concentration at half of the fitted maximal effect; % of control where 0% means no effect; nearly all actives have a fitted effect of over 45% in size
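hTERT-immortalized A-T patient fibroblasts ([…]), 500 cells/well in OPTI-MEM, 1% FBS, got compounds for 60 min, then NCS for 30 min at 37C. Lysates were then assayed for phospho-KAP-1 by AlphaLISA (anti-pKAP1 donor, anti-KAP1 acceptor beads), 6 hr at 25C.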
ELG1 repair inh: inhibitors of ELG1-dependent DNA repair in HEK293T cells | actives 2.3% (n = 330,000) | HEK293T ELG1-luciferase reporter, luminescence, 16 h; DNA damage induced by 5-fluorouridine | Potency, µM (highest dose often 46.1 µM), inactives show at the highest dose activity change, negative = inhibition, hits mostly inhibitors; further: potency means the concentration at half of the fitted maximal effect; on the % scale 0 is the no-effect control and ±100 the full control effect; nearly all actives have a fitted effect of over 55% in size
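Overnight (16 hr) co-exposure of 2,000 cells/well to 5-fluorouridine and compound at 37 °C preceded detection. Luciferase was quantified via ONE-Glo luminescence; loss of signal denotes inhibition.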
TSHR antagonist: human thyrotropin receptor antagonism; activity change, negative = inhibition, % at 11.5 µM; TSHR-expressing cells, TSH-stimulated cAMP HTRF, 2 h; stronger effect = lower value; AID 504810; actives 0.2% (n = 330,000); P16473;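 active means activity change below a set negative limit, meaning inhibition stronger than a set level, cut at about -70% in these data; inconclusive means activity change between two set negative limits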; further: on the % scale 0 is the no-effect control and ±100 the full control effect
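Read-out is FRET at 665 nm (cryptate excitation 337 nm) from a cryptate-tagged anti-cAMP antibody, competed by cell cAMP against cAMP-d2. Compounds are tested on freshly harvested TSHR cells challenged with 4nM TSH (EC80) for 2 hours at 37 deg C.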
Chronic BCR inh: chronic active BCR signaling inhibition | ABC-DLBCL IkBa-CBG/CBR reporter, luminescence ratio, 4 h | Potency, µM (series often up to 46.1 µM), for the others: at the highest dose ratio change, negative = lower green/red ratio, most hits filed as inhibitors | actives 0.05% (n = 340,000) | AID 493014; active means well fitted inhibition curve with a large enough effect in the signal ratio, with a control signal flat, not every such curve was filed as active; inconclusive means small, poorly fitted or top-dose-only effect, or effect the other way, or a change in a side signal; the % refers to the signal ratio;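 further: potency means the concentration at half of the fitted maximal effect; plate controls were basal doxycycline-induced cells for no effect and cells given 10 µM MG132 for full effect; MG132 reads +100%, hits lower the ratio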
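TMD8 ABC-DLBCL cells carrying doxycycline-inducible green luciferase fused to IkappaBalpha plus unfused red luciferase were exposed to compounds (up to 46 uM) for 4 hrs at 37C. Activity came from the overlap-corrected green/red luminescence ratio.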
Eya2 phos inh: blocks the phosphatase activity of human Eya2; O00167; recombinant Eya2, OMFP fluorescence dephosphorylation (OMFP is methylfluorescein phosphate); Potency, µM (highest dose often 76.9 µM), inactives show at the top dose activity, negative = inhibition, usual class: inhibitors; actives 0.006% (n = 330,000); further: potency means the concentration at half of the fitted maximal effect; on the % scale 0 is the no-effect control and ±100 the full control effect
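Eya2 (0.2 uM) preincubated 10 min at ambient with compound, then OMFP substrate added at 50 uM; 10 min reaction in 50 mM HEPES pH 7.5, 50 mM NaCl, 5 uM MgCl2, 0.05% BSA, 1 mM DTT. Fluorescence read at Ex 485/Em 525 nm.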
S-ASM inh: human S-ASM enzyme inhibition. placental ASM, HMU-PC fluorogenic substrate, 60 min. Potency, µM (top dose mostly 57.5 µM), without a hit: at the top dose activity change, negative = inhibition, actives largely listed as inhibitors. actives 0.006% (n = 340,000). P17405; further: potency means the concentration at half of the fitted maximal effect
Target sequence (P17405 47-631 limits assumed): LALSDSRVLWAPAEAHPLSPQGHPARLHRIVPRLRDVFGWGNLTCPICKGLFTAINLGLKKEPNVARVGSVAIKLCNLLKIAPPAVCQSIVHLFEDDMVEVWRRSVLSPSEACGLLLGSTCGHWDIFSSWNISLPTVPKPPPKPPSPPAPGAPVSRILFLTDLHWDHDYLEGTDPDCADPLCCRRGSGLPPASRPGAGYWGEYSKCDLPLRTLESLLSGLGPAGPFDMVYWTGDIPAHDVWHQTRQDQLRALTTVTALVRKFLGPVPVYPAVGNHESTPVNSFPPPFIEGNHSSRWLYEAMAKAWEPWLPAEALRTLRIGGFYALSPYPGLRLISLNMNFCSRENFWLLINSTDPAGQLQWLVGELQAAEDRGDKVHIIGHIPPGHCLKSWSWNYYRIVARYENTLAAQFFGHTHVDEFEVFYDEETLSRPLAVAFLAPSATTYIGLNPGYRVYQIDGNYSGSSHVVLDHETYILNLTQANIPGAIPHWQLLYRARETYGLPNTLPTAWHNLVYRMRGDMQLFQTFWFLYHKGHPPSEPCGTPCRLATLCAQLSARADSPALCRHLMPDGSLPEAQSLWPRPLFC
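Steps: dispense placental human ASM, pin compound, wait 10 min at room temperature, add HMU-PC0 substrate at 9 uM final, incubate 60 min at 37 °C, add stop solution raising pH to 10, read fluorescence.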
Tb PFK inh: blocks T. brucei phosphofructokinase | T. brucei PFK, ADP-Glo luminescence | O15648 | Potency, µM (highest dose often 57.5 µM), without a hit: at the top dose activity, negative = inhibition, hits mostly inhibitors | actives 0.17% (n = 330,000);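 further: potency means the concentration at half of the fitted maximal effect; 0% = uninhibited 1x PFK enzyme wells and -100% = no-enzyme wells; nearly all actives have a fitted effect of over 60% in size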
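In TEA buffer at pH 8.0 with 5 mM MgCl2, enzyme (1.25 nM) converted F6P (0.5 mM) and ATP (0.1 mM) for 45 min at room temperature. ADP product was read by luciferase luminescence.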
TCR act: T cell receptor activation; AID 504894; Potency, µM (series often up to 9.22 µM), for inactives: at the highest dose activation of IL-2 secretion, actives largely listed as activators; primary human leukocytes, anti-CD3, IL-2 HTRF, 48 h; 330,000 tested, under 10 active; further: % of control where 0% means no effect
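Human primary leukocytes + a-CD3 beads + cpd, 48 hr; IL-2 in supernatant by HTRF (ex 320nm / em 665nm). No co-stimulatory signal supplied.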
Active calls of the source: *; ? = inconclusive; / = no result given; [ ] = remark or other dose. Unless noted, the call rests on the fitted dose curve; in most records, active means well fitted curve in the direction sought with a large enough effect; inconclusive means small, poorly fitted or top-dose-only effect, or another doubt; inactive means no such curve, though single readings can be large; an effect the other way counts as inactive or inconclusive.

SMILES	a7 integrin act	TSG101-PTAP inh	Mito fusion act	A-T KAP1 phos	ELG1 repair inh	TSHR antagonist	Chronic BCR inh	Eya2 phos inh	S-ASM inh	Tb PFK inh	TCR act
C=CCC[C@@H](Cc1ccc(F)cc1)C(=O)O[C@H](CNC(=O)[C@@H](CC=C)CC(=O)N[C@H](CO)Cc1ccccc1)c1ccccc1	?	-3%	/	3%	2%	-1	5%	-3%	6%	5%	-1%
Cc1c(C(=O)NCCc2ccccc2)oc2ccc(S(=O)(=O)N3CCOCC3)cc12	36%	-3%	22%	-4%	?	-12	0%	10%	-6%	6%	1%
COC(=O)c1cnn(-c2ccccc2)c1/C=N/NC(=S)Nc1ccc(Cl)cc1	-18%	1%	0%	-5%	-4%	-1	2%	-1%	0%	4%	2%
N#Cc1c(N2CCCC(O)C2)nc(N)c2c(N)nc3c(c12)CC(=O)N3C12CC3CC(CC(C3)C1)C2 (centres undefined)	11%	-9%	4%	12%	?	-1	-4%	-8%	246%[activator]	2%	-4%
COCCOC(=O)C(CC(=O)O)NCc1ccco1 (centres undefined)	-1%	-5%	-3%	-2%	-1%	12	14%	0%	1%	0%	-15%
O=C(COC(=O)c1ccc(S(=O)(=O)N2CCCC2)cc1)NCc1ccc(Cl)cc1	-4%	-8%	-1%	-1%	12%	-6	2%	-13%	4%	-3%	6%
Cc1cc2n(n1)C(c1ccc(N(C)C)cc1)Nc1ccccc1-2 (centres undefined)	-1%[7.66 µM]	2%	4%	21%	?	-10	10%	8%	151%[activator]	1%	1%
Cc1ccc(C(=O)NNC(=O)c2cccc(C)c2)cc1	-9%	-6%	-4%	3%	-1%	-1	-9%	-1%	-1%	-2%	-2%
N#CC(c1ccc(=O)[nH]n1)c1ccc(Cl)cc1Cl (centres undefined)	23%	-3%	-3%	0%	-2%	0	-5%	7%	0%	0%	0%
Cc1ccc(-c2nnc(OCC3CCCO3)c3ccccc23)cc1 (centres undefined)	-8%	-2%	23%	0%	3%	8	?	-5%	-1%	-3%	3%
COc1ccc(-c2cnc3nc[nH]c(=O)c3n2)cc1	10%	1%	1%	6%	?	22	-13%	5%	247%[activator]	12%	-1%[46.1 µM]
Cc1sc2nc(CSC(C)C(=O)Nc3ccc(C(N)=O)cc3)[nH]c(=O)c2c1C (centres undefined)	-1%	0%	-12%	-2%	6%	19	10%	6%	9%	6%	8%

Reprinted from the part before: 2 entries, then new ones.
SMILES	a7 integrin act	TSG101-PTAP inh	Mito fusion act	A-T KAP1 phos	ELG1 repair inh	TSHR antagonist	Chronic BCR inh	Eya2 phos inh	S-ASM inh	Tb PFK inh	TCR act
COc1ccc(-c2cnc3nc[nH]c(=O)c3n2)cc1	10%	1%	1%	6%	?	22	-13%	5%	247%[activator]	12%	-1%[46.1 µM]
Cc1sc2nc(CSC(C)C(=O)Nc3ccc(C(N)=O)cc3)[nH]c(=O)c2c1C (centres undefined)	-1%	0%	-12%	-2%	6%	19	10%	6%	9%	6%	8%
CCOC(=O)c1cc(C(C)C)sc1NC(=O)COC(=O)CCS(=O)(=O)c1ccccc1	-39%	-2%	30%	-6%	-6%	-4	5%	-12%	-2%	9%	1%[46.1 µM]
COc1ccc(Cn2c(=O)[nH]c3cc(C(=O)N4CCN(c5ccccc5F)CC4)ccc3c2=O)cc1	-16%	0%	0%	-1%	6%	-1	0%	-4%	-2%	0%	-2%
CC(/C=N/N1CCN(c2ccccn2)CC1)=C\c1ccccc1	-18%	-7%	-6%	-6%	?	-20	?	-6%	2%	-1%	-1%[46.1 µM]
CN(CCC#N)C(=O)CSc1nnc(-c2c[nH]c3ccccc23)o1	-1%	-8%	0%	5%	17%	3	1%	5%	1%	0%	7%
COc1ccccc1-c1nnc(SCc2nc3ccccc3[nH]2)n1C	-4%	-6%	1%	4%	0%	-1	-4%	-1%	30%	1%	-16%
Cc1cc(C(=O)Nc2cccc(C)c2C)c2ccccc2n1	-6%	-1%	0%	-3%	24%	-12	2%	1%	4%	-2%	1%
Cc1nc(N2CCOCC2)c2c(C)c(C(=O)Nc3ccccc3C(F)(F)F)sc2n1	-5%	-8%	-8%	1%	16µM*	-3	?	-1%	7%	0%	-8%
O=C(CCC(=O)N1CCOCC1)Nc1nnc(C2CCCCC2)s1	-7%	-7%	0%	16%	1%	-19	?	-7%	1%	3%	7%
O=C(CSc1ccc(-c2ccccn2)nn1)NC1CCCC1	0%	-5%	1%	3%	-3%	-3	3%	1%	4%	0%	-7%
CN(C)/C=N/c1cc(=O)[nH]c(=O)n1Cc1ccccc1	3%	0%	-1%	-15%	?	-3	-1%	8%	1%	4%	-2%
COc1ccc(N(CC(=O)NCc2cccs2)S(=O)(=O)c2ccc(F)cc2)cc1	-3%	-1%	1%	1%	2%	34	0%	17%	0%	3%	-317%
O=C(CSc1cc(Cl)ccc1Cl)NCC(=O)Nc1ccc(F)c(F)c1F	-4%	-1%	14%	6%	16%	1	6%	-1%	0%	-1%	-2%[46.1 µM]
Cc1csc(N2CCN(c3cc4nc(-c5ccncc5)[nH]c4cc3Cl)CC2)n1	-28%	-2%	3%	-1%	?	-5	6%	7%	-2%	-3%	2%
Cc1ccccc1N1CCN(C(=O)CN2C(=O)c3ccccc3C2=O)CC1	16%	-3%	-2%	-1%	30%	-14	?	-20%	-1%	-2%	-1%
Cc1ccc(S(=O)(=O)N2CCCNCC2)cc1	2%	-5%	9%	-1%	1%	0	5%	0%	1%	0%	-6%
Cc1ccc(C)c(C(=O)CCC(=O)NNC(=O)c2cccs2)c1	7%	-2%	/	2%	?	9	-2%	5%	4%	0%	-5%
COC(=O)c1ccc(Nc2c([N+](=O)[O-])c(=O)oc3ccccc23)cc1	3%	0%	-3%	-7%	?	-5	?	-2%	-8%	4%	-4%
CCCCNc1ncnc2c1nnn2Cc1ccccc1Cl	1%	-5%	-5%	1%	1%	-38	4%	-23%	7%	0%	6%
CC(Sc1nnc(CC(=O)Nc2ccccc2F)n1C)C(=O)Nc1nccs1 (centres undefined)	6%	0%	-9%	0%	-1%	-5	-2%	1%	-1%	-1%	4%
S=c1[nH]nc(-c2cccnc2)n1/N=C/C=C/c1ccccc1	3%	0%	0%	-11%	?	4	-1%	4%	-5%	-12%	7%[46.1 µM]
Cn1cc(S(=O)(=O)Nc2ccc(Cl)cc2Cl)c(=O)n(C)c1=O	4%	-1%	7%	2%	14%	35	21%	27%	6%	0%	-5%
CC(C)(C)OC(=O)C(Cl)(C(=O)OC(C)(C)C)c1ccc2nnnn2n1	-60%[inhibitor]	-4%	-6%	33%	?	42	-10%	6%	1%	-9%	-13%

Compounds shown so far that contain a furan ring, fused or not (2):
SMILES	a7 integrin act	TSG101-PTAP inh	Mito fusion act	A-T KAP1 phos	ELG1 repair inh	TSHR antagonist	Chronic BCR inh	Eya2 phos inh	S-ASM inh	Tb PFK inh	TCR act
Cc1c(C(=O)NCCc2ccccc2)oc2ccc(S(=O)(=O)N3CCOCC3)cc12	36%	-3%	22%	-4%	?	-12	0%	10%	-6%	6%	1%
COCCOC(=O)C(CC(=O)O)NCc1ccco1 (centres undefined)	-1%	-5%	-3%	-2%	-1%	12	14%	0%	1%	0%	-15%
